From PubChem BioAssay
FLuc modulator: firefly luciferase modulation, counter-screen for miR-21 project; 6.9% of 360,000 active; P08659; AID 588342; purified FLuc, Km substrates, luminescence inhibition; Potency, µM (doses to about 57.5 µM), without a hit: at the highest dose activity change, negative = inhibition, hits mostly inhibitors; active = well fitted inhibition curve with a large enough effect; inconclusive = small, poorly fitted or top-dose-only effect;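 also: plate controls were vehicle for no effect and reference inhibitor for full effect; nearly all actives have a fitted effect of over 55% in size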
Target sequence (P08659 whole entry, looked up): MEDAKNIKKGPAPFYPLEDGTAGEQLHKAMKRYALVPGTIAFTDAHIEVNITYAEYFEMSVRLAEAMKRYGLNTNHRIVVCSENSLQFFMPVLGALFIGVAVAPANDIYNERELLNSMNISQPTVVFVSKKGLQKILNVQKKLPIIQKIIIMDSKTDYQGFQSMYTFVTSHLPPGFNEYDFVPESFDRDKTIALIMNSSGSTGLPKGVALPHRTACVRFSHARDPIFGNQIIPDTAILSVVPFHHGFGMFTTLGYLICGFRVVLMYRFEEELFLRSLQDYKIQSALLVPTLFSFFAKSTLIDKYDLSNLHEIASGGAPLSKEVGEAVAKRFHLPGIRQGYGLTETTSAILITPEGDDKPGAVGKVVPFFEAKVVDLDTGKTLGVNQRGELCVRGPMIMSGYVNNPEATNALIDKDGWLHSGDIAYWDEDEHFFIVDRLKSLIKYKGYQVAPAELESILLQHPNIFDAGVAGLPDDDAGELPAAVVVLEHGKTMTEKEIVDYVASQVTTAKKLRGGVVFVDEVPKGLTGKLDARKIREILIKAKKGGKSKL
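Purified P. pyralis luciferase (10nM final) with 10uM D-luciferin and 10uM ATP (Km levels) in 50mM Tris acetate pH 7.5, 10mM Mg acetate, 0.01% Tween-20, 0.05% BSA; qHTS 6-point titration, ~60 µM downward; luminescence read.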
* hit, by the source's call; u = inconclusive. Potency is read from the fitted curve at half-maximal effect.

SMILES	FLuc modulator
COc1ccccc1NC(=O)C1=C(C)Nc2nnnn2C1c1cc(Br)c(O)c(OC)c1 (centres undefined)	-3%
O=C(Nc1ccc(Cl)cc1C(F)(F)F)c1cc(S(=O)(=O)NCc2ccccc2)ccc1F	2%
O=C(CSc1nc(-c2ccccc2)no1)N1CCN(c2ccccc2F)CC1	-17%
COc1ccc(CNC(=O)Cn2nc(C)c3nn(-c4ccc(Cl)cc4)c(C)c3c2=O)cc1	-5%
Cc1cccc(C)c1NS(=O)(=O)c1ccc2c(c1)[C@H]1C=CC[C@H]1[C@@H](c1ccc(Cl)cc1)N2	-19%
Cc1ccc(CCNC(=O)c2c(C)oc3nc(C)nc(N4CCOCC4)c23)cc1	0%
CCOc1ccc(NC(=O)CN2C(=O)C(c3ccccc3)=NC23CCC(C)CC3)cc1 (centres undefined)	-7%
Cc1cccc(CNC(=O)Cn2nc(C)n3c(cc4cc(F)ccc43)c2=O)c1	-4%
COc1ccc(-c2ccc(NS(=O)(=O)c3ccc(OC)c(OC)c3)cc2)nn1	5%
Cc1oc2c(c(C)cc3oc(=O)c(CC(=O)NCc4ccccc4)c(C)c32)c1C	-2%
CCN(CC)CCSc1c(C(C)C)cnc2c1c(=O)n(C)c(=O)n2C	3%
Cc1cc(C)n(-c2nc3cc(Cl)c(Cl)cc3nc2Nc2ccc(F)cc2C)n1	-1%
Cc1ccc(C(=O)Nc2cccc(C(=O)O)c2)cc1S(=O)(=O)N1CCCC1	0.095µM*
O=C(CCCn1c(=O)c2cccn2c2ccccc21)NCCc1ccc(Cl)cc1	3.8µM*
CCCOc1cccc(C2c3c(oc4ccc(F)cc4c3=O)C(=O)N2c2nc(C)c(C(C)=O)s2)c1 (centres undefined)	0%
CCOC(=O)c1ccc(NC(=O)Cc2coc3cc(C)cc(C)c23)cc1	1%
Cn1c(=O)n(C/C=C/c2ccccc2)c(=O)c2c1nc1n2CCN1c1ccccc1	u
Cc1ccc(-c2nc3c(c(SCc4ccc(Br)cc4)n2)Cc2c(CO)cnc(C)c2O3)cc1	0%
CCOCCCNC(=O)Cn1ncc2c([nH]c3ccc(C)cc32)c1=O	4%
O=C(CSc1oc(-c2ccc(F)cc2)nc1S(=O)(=O)c1ccc(Br)cc1)NC1CCCCC1	-2%
CCOc1ccc(Nc2ncnc3c2cnn3-c2ccc(F)cc2)cc1	6%
COc1ccc(C2C(=O)N(C3CCC(C)CC3)CC(=O)N2CCC2=CCCCC2)cc1OC (centres undefined)	3%
Cc1cccc(OC(C)C(=O)Nc2nonc2-c2ccc(Br)cc2)c1C (centres undefined)	4%
COc1cc(OC)c(NS(=O)(=O)c2c(C)nc3sc(C)cn3c2=O)cc1Cl	-9%
COc1ccc(-n2c(CCC(=O)O)ccc2-c2ccccc2)c(OC)c1	u
CCCCCCOc1ccc(-c2nc3ccc(Br)cc3c(=O)o2)cc1	-11%
CCc1ccc(-n2c(CCC(=O)O)ccc2-c2ccc(F)cc2)cc1	u
CCOc1ccc(NC(=O)c2cnc(N3CCCCC3)c3ccccc23)cc1	11µM*
COc1ccccc1Cc1nc2ccccc2[nH]c1=O	0%
CCCN(CCC)C(=O)Cn1nnc2sc(-c3ccccc3)cc2c1=O	-1%
O=C(NCc1ccccc1)c1cccc(N2CCCS2(=O)=O)c1	-6%
CCOC(=O)c1cnc2c(C(F)(F)F)cccc2c1Nc1cccc(C(=O)OC)c1	-9%
CC(C)(C)c1ccc(NC(=O)CSc2nnc3scc(-c4ccccc4)n23)cc1	-16%
CCC(C(=O)NCCC(C)C)N(C(=O)Cn1nnc(-c2ccc(C)cc2)n1)c1cccc(O)c1 (centres undefined)	2%
CCOC(=O)c1ccccc1NC(=O)N(C(C)C)C1CCN(C(C)=O)CC1	-1%
CN(C)S(=O)(=O)c1ccc(C(=O)N(Cc2cccnc2)c2nc3c(F)cc(F)cc3s2)cc1	-2%
CCc1ccc(NC(=O)C2CCN(S(=O)(=O)c3cccc(-c4noc(C)n4)c3)CC2)cc1	-13%
Cc1ccc(-n2nc3c(N4CCCC(C(=O)NCCc5ccccc5)C4)nnc(C)c3c2C)cc1 (centres undefined)	1%
CC1CCn2c(nc3cc(C(=O)NCCc4ccccc4)ccc32)C1 (centres undefined)	9.5µM*
CCOc1ccccc1CNC(=O)c1ccc2c(c1)N(Cc1ccc(C)cc1)CCS2	-9%
O=S(=O)(Nc1ccc(Cl)cc1)c1cccc(S(=O)(=O)c2ccc(Cl)c(Cl)c2)c1	u
CC(=O)Nc1ccc2nc(NC(=O)CS(=O)(=O)c3ccc(C)cc3)sc2c1	u
COc1cccc(N2CC(NC(=O)c3ccc4c(c3)OCO4)CC2=O)c1 (centres undefined)	-6%
Cc1cccc(OCC(=O)Nc2cccc(-c3nc4ccccc4s3)c2)c1	6µM*
Cc1cccn2c(=O)c3cc(C(=O)NC(C)C)n(C)c3nc12	-3%
CCCCN(C)C(=O)c1ccc2c(c1)NC(=O)C(CC(C)C)N2 (centres undefined)	1%
CCc1ccc(-c2nc(CSCC(=O)N3CCN(c4ccc(F)cc4)CC3)c(C)o2)cc1	-5%
Cc1ccc(C(=O)N2CCc3cc(CNC(=O)CSc4ccccc4)ccc32)cc1	24µM*
COc1ccc(-n2ccnc2SCC(=O)Nc2ccc(F)cc2F)cc1	0%
COc1ccc(-c2nc(S(=O)(=O)c3ccc(C)cc3)c(NCc3ccccc3)o2)cc1	2%
CC1=C(C(=O)Nc2ccccc2)C(c2ccccc2C)n2nc(SCC(=O)c3ccc(C)cc3)nc2N1 (centres undefined)	-7%
Cc1ccccc1C(=O)N1CCC(N2CCN(Cc3ccc(F)cc3)C(=O)C2=O)CC1	-1%
COc1cccc(-n2c(-c3ccco3)nc3c(cnn3-c3ccc(C)cc3)c2=O)c1	-5%
Cc1ccc(CNC(=O)C2CCCN(c3nnc(-n4c(C)ccc4C)s3)C2)cc1 (centres undefined)	-9%
CC1=C(C(=O)Nc2ccccc2)C(c2ccccc2C)n2ncc(C(=O)Nc3ccccc3)c2N1 (centres undefined)	-7%
COc1ccc(CNC(=O)c2ccc(-c3nc(CSc4ccc(C)cc4)c(C)o3)cc2)c(OC)c1	-6%
Cc1c(Cl)cccc1NC(=O)C(C)n1nc(C)c2c(C)n(-c3ccccc3)nc2c1=O (centres undefined)	-12%
COc1ccccc1Cn1cc(C(=O)c2ccc(Cl)cc2)c(=O)c2cc3c(cc21)OCCO3	-8%
Cc1sc2c(c1C)c(=O)n(CCc1ccccc1)c(=O)n2Cc1ccc(F)cc1	2%
Cc1nc2c3cccnc3nn2c(C)c1CCC(=O)NCc1ccccc1Cl	-9%

7 entries already listed, ordered by formula weight, ascending.
SMILES	FLuc modulator
CCCCN(C)C(=O)c1ccc2c(c1)NC(=O)C(CC(C)C)N2 (centres undefined)	1%
Cc1nc2c3cccnc3nn2c(C)c1CCC(=O)NCc1ccccc1Cl	-9%
COc1cccc(-n2c(-c3ccco3)nc3c(cnn3-c3ccc(C)cc3)c2=O)c1	-5%
Cc1sc2c(c1C)c(=O)n(CCc1ccccc1)c(=O)n2Cc1ccc(F)cc1	2%
Cc1ccc(CNC(=O)C2CCCN(c3nnc(-n4c(C)ccc4C)s3)C2)cc1 (centres undefined)	-9%
COc1ccccc1Cn1cc(C(=O)c2ccc(Cl)cc2)c(=O)c2cc3c(cc21)OCCO3	-8%
CC1=C(C(=O)Nc2ccccc2)C(c2ccccc2C)n2nc(SCC(=O)c3ccc(C)cc3)nc2N1 (centres undefined)	-7%

New compounds follow
SMILES	FLuc modulator
CCOC(=O)C1CCN(c2cc(C)nc3c(-c4ccccc4OC)c(C)nn23)CC1	-1%
O=C(NCc1ccc(Cl)cc1)c1cnc2sc(N3CCCCCC3)nn2c1=O	-1%
CCc1ccc(CNC(=O)c2cnc3sc(N4CCCCC4)nn3c2=O)cc1	-6%
O=C(Cn1c(=O)nc(-c2ccccc2)c2cc(Cl)ccc21)NCCc1ccccc1	3%
Cc1cc(Cl)ccc1NS(=O)(=O)c1c(C(=O)N2CCC(C)CC2)c(C)n(C)c1C	-9%
CCSc1nc(=O)c2c(n1C)NC(=O)CC2c1ccc(O)cc1OC (centres undefined)	-4%
CC1CCc2onc(C(=O)N3CCN(c4cccc(Cl)c4)CC3)c2C1 (centres undefined)	0%
CN(C)c1ccc(NC(=O)CSC2=Nc3ccccc3C3=NC(CC(=O)NCc4ccccc4)C(=O)N23)cc1 (centres undefined)	0%
Cc1ccc(Cn2c(=O)c3ccccc3n3c(-c4cccc(O)c4)nnc23)cc1	0%
O=S(=O)(NCC(c1ccco1)S(=O)(=O)c1cccs1)c1ccc(F)c(C(F)(F)F)c1 (centres undefined)	-12%
CCc1cccc(NC(=O)c2oc3ccc4c(c3c2C)C(=O)CC(C)(C)O4)c1	0.85µM*
CN(C)c1ccc(CNC(=O)c2cc3cc(S(=O)(=O)N4CCCCC4)ccc3n2C)cc1	6%
COc1ccc2c(Sc3ccccc3)c(C(=O)NCc3ccc(OC(C)C)cc3)[nH]c2c1	-1%
Cc1cc2c(cc3c(SCc4ccccc4Cl)nnc(C)n32)o1	13µM*
COc1ccc(N2CCN(Cc3nc4c(c(=O)[nH]c(=O)n4C)n3Cc3ccc(Cl)cc3)CC2)cc1	-1%
Cc1ccc(C)c(N2CCN(c3nc4ccccc4c(=O)n3-c3ccccc3)CC2)c1	-7%
COc1ccc(CNC(=O)CCCN2C(=O)c3cccnc3Oc3ccc(Cl)cc32)cc1	4%
COC(=O)c1ccccc1NC(=O)c1cc(-c2ccccc2O)no1	-15%
Cc1cccc(Cn2c(SCc3ccc(C(=O)NCc4cccs4)cc3)nc3cccnc32)c1	-15%
Cc1ccc2c(c1)c1c(c(=O)n(-c3ccccc3)c(=O)n1CC(=O)N1CCCC1)n2C	6%
COc1ccc(OC)c(CNC(=O)c2cccc(NC(=O)N3CCSc4ncccc43)c2)c1	2%
Nc1ncc(S(=O)(=O)Nc2ccc(OC(F)(F)F)cc2)cn1	-18%
COc1cc(NC(=O)c2cc(-c3ccccc3O)no2)cc(OC)c1OC	-14%
Cc1ccc(S(=O)(=O)Nc2ccc3c(c2)CCCN3C(=O)c2cccs2)cc1	-19%
Cc1ccc(-n2ncc(C(=O)NCCN3CCc4ccccc4C3)c2C2CCN(C(=O)OC(C)(C)C)CC2)cc1	-3%
CCCSc1ncc(Cl)c(C(=O)NCc2ccc(OC)cc2)n1	0%
O=C1CN(C(=O)c2ccc(S(=O)(=O)N3CCCC3)cc2)C(c2ccccc2)c2cc(F)ccc2N1 (centres undefined)	1%
CCc1ccc(CN(Cc2ccco2)c2cnc(S(C)(=O)=O)nc2C(=O)Nc2cccc(C)c2)cc1	4%
CC1=C(C(=O)N2CCN(c3cccc(C)c3C)CC2)C2(CCCCC2)OC1=O	-2%
COc1ccc(-n2nnc(-c3nsc(NC(=O)c4cccs4)n3)c2C)cc1OC	-18%
CCc1ccc2c(c1)NC(c1ccc(C)cc1)=NC(c1cccs1)=N2	u
Cc1ccccc1CNC(=O)CCCn1nc(C)c2sc3ccccc3c2c1=O	u
COc1ccc(CNC(=O)Cn2ncc3c(=O)oc4ccc(C)cc4c32)c(OC)c1	1%
CCCN(CCC)C(=O)C1CCCN(c2ncnc3c2nc2n3CCCCC2)C1 (centres undefined)	1%
COc1ccc(C)cc1NC(=O)Cn1c(=O)oc2cc(S(=O)(=O)N3CCCCCC3)ccc21	5%
Cc1ccc(S(=O)(=O)N2CCC(C(=O)Nc3ccc(Oc4ccccc4)cc3)CC2)cc1	-8%
Cc1cc(C)cc(Nc2sc(C(=O)c3ccccc3)c(N)c2S(=O)(=O)c2ccccc2)c1	-1%
Cc1cc2c(cc3c(=O)n(CC(=O)NCc4ccccc4Br)ncn32)s1	4%
COc1cc(CNC(=O)C2CCCCN2S(=O)(=O)c2ccc(F)cc2)cc(OC)c1OC (centres undefined)	-4%
CCC(C)NC(=O)Cn1c(-c2cccs2)cc2cc(Cl)ccc21 (centres undefined)	0%
CC(=O)Nc1nonc1-c1nnc(SCc2ccccc2Cl)n1C	-2%
CCOc1cc(CNC(=O)Cn2ncn3c(cc4cc(F)ccc43)c2=O)cc(OCC)c1OCC	2%
Cc1ccc(Cl)cc1NC(=O)c1cnc(N2CCCCC2)c2ccccc12	-1%
CC(=O)c1ccc(NC(=O)Cn2c(-n3nc(C)cc3C)nc(C)cc2=O)cc1	-3%
Cc1c(Cl)cccc1NC(=O)CN1C(=O)COc2ccc(S(=O)(=O)N3CCOCC3)cc21	-1%
CCc1nc2nc(C)cc(Nc3ccc(OC)cc3)n2n1	-4%
CCCCOC(=O)c1ccc(OC(=O)c2sc3ncn(Cc4cccc(F)c4)c(=O)c3c2C)cc1	2%
COc1cc(Br)cc2cc(S(=O)(=O)c3ccccc3)c(=O)oc12	-12%
CCCCn1c(Oc2cccc(C(=O)OC)c2)nc2c1c(=O)n(C)c(=O)n2C	-3%

Quoted at random: 4 entries already listed, in no set order.
SMILES	FLuc modulator
CCCCn1c(Oc2cccc(C(=O)OC)c2)nc2c1c(=O)n(C)c(=O)n2C	-3%
CCCCOC(=O)c1ccc(OC(=O)c2sc3ncn(Cc4cccc(F)c4)c(=O)c3c2C)cc1	2%
COc1cc(Br)cc2cc(S(=O)(=O)c3ccccc3)c(=O)oc12	-12%
CCc1nc2nc(C)cc(Nc3ccc(OC)cc3)n2n1	-4%

Some of the compounds tested. The share of hits here may be higher or lower than overall.
